OXTR ag – agonists of human oxytocin receptor; activation, % at 3 µM; P30559; hit rate 0.32% among 320,000; CHO-OTR cells, Fluo-8 calcium fluorescence; normalized: DMSO 0%, oxytocin 100%;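 active means activation above the mean of all tested compounds plus 3 SD, cutoff set per screening run, cut at about 20% in these data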;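 further: peak over basal fluorescence ratio from a 100 s FLIPR kinetic read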
Target sequence (P30559 whole entry, looked up): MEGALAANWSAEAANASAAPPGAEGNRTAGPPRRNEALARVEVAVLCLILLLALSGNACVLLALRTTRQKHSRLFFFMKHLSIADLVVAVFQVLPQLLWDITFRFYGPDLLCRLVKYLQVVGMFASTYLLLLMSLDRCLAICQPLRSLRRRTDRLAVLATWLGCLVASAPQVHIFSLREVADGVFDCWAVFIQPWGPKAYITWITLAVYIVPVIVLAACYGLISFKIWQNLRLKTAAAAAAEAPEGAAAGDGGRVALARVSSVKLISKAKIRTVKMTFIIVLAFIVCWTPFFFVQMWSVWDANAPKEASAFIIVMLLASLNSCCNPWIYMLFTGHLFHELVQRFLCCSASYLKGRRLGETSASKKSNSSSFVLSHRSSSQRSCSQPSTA
GalR3 antagonist – human GalR3 antagonism; O60755; HEK293 GalR3-CNG cAMP membrane potential fluorescence; galR3 body fused to GalR1 C-terminus; inhibition, % at 3 µM; hit rate 0.44% among 360,000; AID 651719;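 active means inhibition above the screen-wide average plus 3 SD, cut at about 13% in these data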;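 further: forskolin and galanin both at EC90 stimulate the cells; cAMP rise reported by CNG channel membrane potential dye signal; 0% = forskolin plus galanin with DMSO and 100% = forskolin alone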
NS3 helicase inh – blocks Hepatitis C virus NS3 helicase unwinding | NS3 helicase DNA unwinding, Cy5 molecular beacon fluorescence | inhibition, % at 10.9 µM | hit rate 0.56% among 290,000;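 active means inhibition above the mean of all tested compounds plus 3 SD, set per campaign, cut at about 35% in these data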;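 further: 0% = DMSO wells and 100% = thioflavine S control wells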
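System: NS3 helicase fragment of HCV / Schedule: 1 h at 25 °C / Control set: DMSO alone as 0% and 110 µM thioflavine S as 100% / Reagent: Cy5/quencher beacon DNA duplex and ATP to start / Technique: Cy5 fluorescence / Replication: singlicate / Evaluation: % inhibition of end-to-start signal ratio versus controls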
IMP-1 inhibitor – blocks Pseudomonas aeruginosa IMP-1 metallo-beta-lactamase. AID 1556. purified IMP-1, nitrocefin hydrolysis, epi-absorbance fluorescence. inhibition, % at 5.6 µM. hit rate 0.45% among 290,000;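 active means inhibition above the mean plus 3 SD of all compounds in the same screening run, cut at about 4.5% in these data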;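 further: 0% = IMP-1 with DMSO and 100% = DMSO wells lacking enzyme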
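Assay system: purified recombinant IMP-1 beta-lactamase. Input: IMP-1 0.2 nM before substrate addition. Buffer or medium: Zinc- and detergent-supplemented HEPES buffer, pH 7.1. Schedule: 25 °C, 15 min preincubation, 25 min reaction. Signal: Epi-absorbance fluorescence, 480 nm excitation, 530 nm emission. Evaluation: percent inhibition from optical density relative to buffer-blank wells.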
V1aR counter – V1a receptor agonism, counter-screen for OXTR agonists | P37288 | CHO-V1R cells, Fluo-8 calcium fluorescence, agonist mode; 0% DMSO, 100% 3 nM vasopressin | activation, % at 3 µM | hit rate 0.25% among 320,000 | AID 2797;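 active means activation above the mean activation of all tested compounds plus 3 SD, per screening run, cut at about 20% in these data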;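 further: signal is peak over basal fluorescence ratio across a 100 second FLIPR read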
Target sequence (P37288 whole entry, looked up): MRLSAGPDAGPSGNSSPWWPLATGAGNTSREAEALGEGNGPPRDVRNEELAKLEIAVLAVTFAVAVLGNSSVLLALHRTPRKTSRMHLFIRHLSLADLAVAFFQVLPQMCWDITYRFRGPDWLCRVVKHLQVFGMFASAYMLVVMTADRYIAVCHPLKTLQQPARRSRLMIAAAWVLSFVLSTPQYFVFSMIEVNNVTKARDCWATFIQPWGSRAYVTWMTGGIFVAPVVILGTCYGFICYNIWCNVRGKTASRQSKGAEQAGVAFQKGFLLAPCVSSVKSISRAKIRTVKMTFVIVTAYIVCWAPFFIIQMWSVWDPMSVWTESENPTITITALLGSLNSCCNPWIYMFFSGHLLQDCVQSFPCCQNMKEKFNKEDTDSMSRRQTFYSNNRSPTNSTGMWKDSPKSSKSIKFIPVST
VIM-2 inhibitor – inhibitors of Pseudomonas aeruginosa VIM-2 metallo-beta-lactamase. purified VIM-2, nitrocefin hydrolysis, epi-absorbance fluorescence. inhibition, % at 5.6 µM. hit rate 0.89% among 290,000. AID 1527;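 active means inhibition above the mean of all tested compounds plus 3 SD, cutoff set per screening run, cut at about 7.5% in these data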;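 further: red hydrolysis product quenches plate fluorescence so inhibitors raise well fluorescence; 0% = enzyme with DMSO and 100% = DMSO without enzyme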
PHOSPHO1 block – PHOSPHO1 (human) inhibition; hit rate 1.1% among 290,000; Q8TCT1; inhibition, % at 13.3 µM; recombinant PHOSPHO1, absorbance phosphatase assay; in the data active means inhibition above about 60%
Target sequence (Q8TCT1 whole entry, looked up): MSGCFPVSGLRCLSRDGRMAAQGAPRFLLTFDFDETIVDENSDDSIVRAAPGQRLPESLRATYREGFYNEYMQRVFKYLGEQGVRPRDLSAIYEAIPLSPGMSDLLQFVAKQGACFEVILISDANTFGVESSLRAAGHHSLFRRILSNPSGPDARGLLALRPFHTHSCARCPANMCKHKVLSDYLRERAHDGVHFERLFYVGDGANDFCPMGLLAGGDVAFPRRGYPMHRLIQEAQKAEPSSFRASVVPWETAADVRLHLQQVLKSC
GPR7 antagonist – human neuropeptides B/W receptor 1 antagonism; P48145; GPR7-expressing cells, fluorescence antagonist assay; inhibition, % at 4.4 µM; hit rate 1.1% among 290,000; in the data active means inhibition above about 16%, passing the limit was not always enough;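 further: cells stimulated with the agonist NPW; 0% = agonist with vehicle and 100% = vehicle without agonist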
FID counter – fluorescent intercalator displacement, NS3 helicase counter-screen | hit rate 0.17% among 290,000 | inhibition, % at 7.9 µM | DNA fluorescent intercalator displacement, fluorescence; in the data active means inhibition above about 37%;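 further: 0% = vehicle and 100% = reference compound; higher means more ethidium bromide displaced from hairpin DNA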
An asterisk follows results filed as active; x = not tested or not shown.

SMILES	OXTR ag	GalR3 antagonist	NS3 helicase inh	IMP-1 inhibitor	V1aR counter	VIM-2 inhibitor	PHOSPHO1 block	GPR7 antagonist	FID counter
CCC(C)(C)NC(=O)Cc1ccc(Cl)cc1	-0.4	-3	-6	-3.2	-0.1	-0.1	48	-15	1
C=CCn1c(SCC(=O)NCc2ccccc2)nnc1-c1cc(Br)ccc1O	-1.1	-3	2	0.0	0.7	-0.9	42	-6	-31
O=C(Nc1ncc(Cc2cccc(Cl)c2)s1)C1=NCCN1	3.1	-3	-6	-3.4	1.0	-5.5	6	-10	2
Cc1cc(C)c(C)c(S(=O)(=O)N2CCC(C(=O)Nc3ccccc3N3CCOCC3)CC2)c1C	-1.1	-1	0	-1.1	0.4	-3.5	18	-13	-2
COc1ccc(C(=O)OCC(=O)NC2CCCC2)c(OC)c1	-0.7	-11	4	-2.4	0.6	-0.7	22	-14	-12
Cc1cccc(N2CCN(C(=O)Cc3ccc(-n4c(=O)[nH]c5ccsc5c4=O)cc3)CC2C)c1 (stereo unspecified)	-0.1	6	8	-2.5	2.2	-1.2	-4	-10	-35
N=c1n(CC(=O)c2cccc([N+](=O)[O-])c2)c2ccccc2n1Cc1ccccc1	-1.7	1	-7	-1.2	-0.5	-2.2	-3	-12	-3
COc1ccccc1N1CCN(/N=C/c2cc(Br)ccc2F)CC1	-1.0	-6	-9	-2.7	-0.5	-1.2	x	-18	-17
CC1CC(C)CN(C(=O)COC(=O)CCCN2C(=O)c3cccc4cccc(c34)C2=O)C1 (stereo unspecified)	-1.7	-1	-17	-2.8	-0.3	1.8	18	-17	-44
COc1cc2c(cc1OC)CN(CC(=O)Nc1ccc(C)c(C)c1)CC2	-1.3	-4	-15	-2.1	-0.6	-3.1	9	-3	-14
CCOc1ccc(C(=O)NC(=S)Nc2ccccc2N2CCOCC2)cc1Br	0.4	8	15	-3.7	0.3	-4.3	0	3	1
COc1ccc(OC)c(NC(=O)CSc2nnc(CNC(=O)c3ccco3)o2)c1	-0.7	-4	1	-2.4	0.7	-2.1	19	4	-6
CCCS(=O)(=O)C(=C(Nc1ccccc1)Nc1ccccc1)S(=O)(=O)CCC	-1.3	-4	-3	-5.3	-1.0	-2.7	-4	-8	-23
CN(C)S(=O)(=O)c1cccc(C(=O)c2nccn2C)c1	0.2	-2	-1	-2.3	0.0	-4.4	27	0	-3
COc1ccc(F)cc1S(=O)(=O)N1CCC(C(N)=O)CC1	1.6	-4	2	-6.2	1.2	-1.4	1	-7	-1
CSc1ccccc1NS(=O)(=O)c1cccc2nonc12	-0.7	-3	17	-4.8	-1.3	-3.7	12	-4	-4
COc1ccc(Nc2nc(Nc3ccc(OC)cc3)nc(-n3[nH]c(=O)c(C)c3C)n2)cc1	-1.1	-4	-18	-5.6	-0.2	-4.7	15	-10	-16
Cc1ccc2nc(NC(=O)c3ccc4c(c3)OCO4)sc2c1	1.3	-11	1	-1.2	0.3	-1.1	4	-1	3
CC(=O)c1c(C)[nH]c(C(=O)OCCOc2ccccc2)c1C	13	0	-4	-1.3	7.1	-2.3	-18	-4	4
Cc1cccc(C(=O)Nc2ccc(Oc3cnccn3)cc2)c1	-0.5	-4	3	-2.4	0.7	-3.5	37	2	-15
CC(C)(C)c1ccc(C(=O)NCC(=O)OCC(=O)Nc2nc(-c3ccc(F)cc3)cs2)cc1	-0.4	6	2	-1.5	0.7	0.5	62*	-6	0
O=C(NC(=S)Nc1cccc(NC(=O)c2ccc(Cl)cc2Cl)c1)c1cccs1	-1.4	-10	-7	-2.7	-0.7	-3.4	-1	-9	-3
Cc1cc(C)c(-c2cc(C(F)(F)F)no2)c(=O)[nH]1	0.5	-8	-2	-0.8	0.2	-0.5	-1	-7	0
O=C(CN1C(=O)c2ccccc2S1(=O)=O)N1CCc2ccccc2C1	0.5	0	1	-2.7	1.5	-1.1	1	-3	-7
CCCc1cc(C(=O)N2CCN(c3ccccc3C)CC2)cs1	-1.5	-9	-6	-2.0	-1.6	-2.1	-36	4	-30
O=C1NC[C@@H](Cc2cccc3ccccc23)N(CC2CCCCC2)C1=O	-2.1	-2	x	x	-1.1	x	6	x	x
Clc1ncnc2scc(C3COc4ccccc4O3)c12 (stereo unspecified)	-2.4	-5	0	-1.1	-1.3	0.6	-14	2	-3
CCOC(=O)Cc1csc(SCC(=O)c2c(N)n(CC(C)C)c(=O)n(C)c2=O)n1	19	-4	3	-2.2	12	-0.1	18	9	-6
CC(=O)Oc1ccc(C(=O)Nc2ccccc2C(=O)N2CCCC2)cc1	0.1	0	1	-1.3	0.9	0.6	2	8	-12
CCOc1ccc(-c2nc(C#N)c(N3CCN(CC)CC3)o2)cc1	0.2	-2	-4	-1.8	-1.0	-1.5	-4	15	0
CCCC1CCC(=NNC(=O)CNc2ccc(OC)cc2)CC1 (stereo unspecified)	-0.5	-2	-1	-4.2	0.7	-4.2	9	-1	-5
CCN(CCCNC(=O)C1CCN(S(=O)(=O)c2cnc[nH]2)CC1)c1cccc(C)c1	-0.5	-3	-8	-7.4	-0.2	-2.1	21	-12	-6
O=c1c2[nH]c3ccc(F)cc3c2nc2n1CCS2	2.2	-4	-1	-0.4	4.4	1.8	3	0	7
O=C(NC1CCN(Cc2ccccc2)CC1)c1cccc(OC(F)F)c1	4.1	-8	-1	0.7	2.1	1.0	28	-1	2
O=C(CN(Cc1ccccc1)C(=O)c1csnn1)NCCc1ccccc1	-0.5	-6	0	-0.2	0.5	-5.0	11	0	-30
O=C(/C(=C(\O)c1ccccc1)c1nc2ccccc2[nH]1)c1ccccc1	-4.1	-4	-2	-2.0	-0.9	-3.2	41	-16	-9
Cc1ccc(OCC(=O)N2CCN(C3=NS(=O)(=O)c4ccccc43)CC2)cc1	-0.5	-8	-1	-1.8	0.5	-1.6	22	-2	-1
CCCNS(=O)(=O)c1ccc(OCC(=O)NCCC2=CCCCC2)cc1	-2.2	-3	3	-3.0	-0.9	-2.5	3	1	-18
Cc1nn(-c2ccccc2)nc1C(=O)Oc1cc(C(F)(F)F)nn1-c1ccccc1	-0.1	-5	-43	-2.7	-1.4	-2.8	17	-7	-5
Cc1cccc(CCNC(=O)c2cc(S(=O)(=O)N3CCOCC3)cn2C)c1	-0.9	x	0	-1.2	-0.1	-2.6	33	-8	-17

Overlap with the part before: 3 compounds; new compounds follow.
SMILES	OXTR ag	GalR3 antagonist	NS3 helicase inh	IMP-1 inhibitor	V1aR counter	VIM-2 inhibitor	PHOSPHO1 block	GPR7 antagonist	FID counter
CCCNS(=O)(=O)c1ccc(OCC(=O)NCCC2=CCCCC2)cc1	-2.2	-3	3	-3.0	-0.9	-2.5	3	1	-18
Cc1nn(-c2ccccc2)nc1C(=O)Oc1cc(C(F)(F)F)nn1-c1ccccc1	-0.1	-5	-43	-2.7	-1.4	-2.8	17	-7	-5
Cc1cccc(CCNC(=O)c2cc(S(=O)(=O)N3CCOCC3)cn2C)c1	-0.9	x	0	-1.2	-0.1	-2.6	33	-8	-17
Cc1cc(C)c(S(=O)(=O)c2ccccc2)c(OC(=O)c2c(F)cccc2F)n1	-1.8	-6	1	-4.3	0.2	-4.8	11	-10	1
Cc1cc2cc(CN3C(=O)c4ccccc4C3=O)ccc2n1C	-0.7	-3	-17	0.5	1.1	-0.7	6	-6	-8
Cc1cc(/C=C2/NC(=O)NC2=O)c(C)n1-c1sc2c(c1C#N)CCCC2	-1.3	-2	-4	0.5	0.6	-0.5	19	-7	-15
C=CCc1cc(OC)ccc1OCCON1C(=O)CCC1=O	-0.6	-2	-4	-4.4	0.2	-3.3	14	-13	-5
O=C(CN(c1ccc(F)cc1)S(=O)(=O)c1ccccc1)Nc1ccccc1C(=O)O	0.3	4	11	-0.2	0.6	2.2	-8	-12	-27
CCN=C1SC(CC(=O)NC2CCCCC2)C(=O)N1CC (stereo unspecified)	-0.5	-3	1	0.3	-0.9	-0.9	7	-4	-4
CNC(=O)COC(=O)/C=C/c1cn(-c2ccccc2)nc1-c1ccc2c(c1)OCCO2	0.5	9	-22	-3.0	-0.4	-2.8	4	-6	-18
COc1ccc(NC(=O)CC(c2ccc(F)cc2)c2ccc(OC)cc2)cc1 (stereo unspecified)	-2.7	-4	-5	-2.2	1.6	-3.0	2	-6	-5
COCCNS(=O)(=O)c1cc(C)c(C)cc1C	-1.7	-4	6	-3.5	0.0	-7.5	3	-7	-9
COc1ccc(NC(=O)CCCn2c(=O)oc3ccccc32)cc1Cl	-0.6	1	-14	-2.8	-0.4	1.0	-7	3	-9
O=C(NCCCO)c1cc([N+](=O)[O-])cc2c1C=Cc1ccccc1O2	-1.6	0	27	-4.0	-1.4	-1.7	18	-2	3
CC(=O)Nc1ccc(Nc2nc(-c3sc(NC(C)=O)nc3C)cs2)cc1	-0.5	-7	-3	-1.9	0.3	0.5	x	-12	-10
S=C1NCN(Cc2cccnc2)CN1Cc1ccccc1	1.3	0	11	-3.7	0.7	-1.4	28	-13	-9
O=C(N/C(=C/c1ccco1)C(=O)N1CCCCCC1)c1ccccc1	0.4	-8	10	-4.6	0.5	-4.8	22	-8	-32
Cc1cccc(N2CCN(C(=O)CCCSc3nc4ccccc4[nH]3)CC2)c1C	4.1	-6	-14	-0.7	4.2	-1.3	-59	-10	-15
CC(=O)C(C(C)=O)C1(O)C(=O)c2ccccc2C1=O	-0.3	3	4	0.8	0.6	-0.3	-5	4	3
O=c1oc(-c2cccnc2)nc2ccccc12	-0.7	0	4	-0.7	-0.9	-1.0	13	8	5
CCCCCCCCn1cnc2c(N)c(C)c(C)cc21	-1.3	-1	-29	-0.7	-0.7	-1.4	-1	-3	-9
COc1cc(C(=O)N/N=C/c2ccc(OC(=O)c3cccc(C)c3)c(OC)c2)ccc1O	3.5	-2	-4	-3.7	5.6	-2.5	40	-17	-44
CCC/C=N/NC(=O)c1cc(-c2ccccc2)nc2ccccc12	-1.2	0	-3	-1.8	0.6	-5.1	-3	-16	-8
COCCN(C(=O)CSc1nnc(-c2ccc(Cl)cc2)o1)c1c(N)n(CC(C)C)c(=O)[nH]c1=O	-0.4	-3	-6	-3.5	1.4	-2.7	34	-10	-42
C=CCn1c(SCC(=O)NC(=O)NC)nnc1C1CCCCC1	1.2	5	0	-3.1	1.0	-2.0	-3	-3	-8
COc1cccc(/C=C2\SC(=S)N(CCCC(=O)NC3=NCCS3)C2=O)c1	0.4	1	-3	0.3	1.0	-2.2	18	2	-8
CC(=O)Nc1ccc(NC(=O)CSc2nc3c([nH]c4ccccc43)c(=O)n2-c2ccccc2F)cc1	-0.2	-2	17	0.2	-0.1	-0.5	32	2	-31
Cc1cccc(-n2c(=S)[nH]c3sc4c(c3c2=O)CCc2ccccc2-4)c1	x	-5	10	-2.6	x	-1.3	4	-13	0
O=C(NNC(=O)c1ccccc1F)c1cccs1	-0.4	-8	-1	-1.6	0.1	-1.0	23	-6	-4
Cc1ccc(C(=O)N2CCCC(Nc3cccc(F)c3)C2)cc1N1CCNC1=O (stereo unspecified)	0.1	1	4	-2.7	0.8	-0.9	18	-11	-30

High-throughput results (PubChem BioAssay)
